GC-B act = GC-B (human) receptor activation; HEK293-GC-B cells, CNP EC30, cGMP TR-FRET; 0% at EC30 CNP, 100% saturating CNP; activation, % at 10 µM; 370,000 compounds, 0.11% hits; P20594;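 active means activation at 10 µM reaching about 35% in either raw or pattern-adjusted values, limit read from the data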
Target sequence (P20594 whole entry, looked up): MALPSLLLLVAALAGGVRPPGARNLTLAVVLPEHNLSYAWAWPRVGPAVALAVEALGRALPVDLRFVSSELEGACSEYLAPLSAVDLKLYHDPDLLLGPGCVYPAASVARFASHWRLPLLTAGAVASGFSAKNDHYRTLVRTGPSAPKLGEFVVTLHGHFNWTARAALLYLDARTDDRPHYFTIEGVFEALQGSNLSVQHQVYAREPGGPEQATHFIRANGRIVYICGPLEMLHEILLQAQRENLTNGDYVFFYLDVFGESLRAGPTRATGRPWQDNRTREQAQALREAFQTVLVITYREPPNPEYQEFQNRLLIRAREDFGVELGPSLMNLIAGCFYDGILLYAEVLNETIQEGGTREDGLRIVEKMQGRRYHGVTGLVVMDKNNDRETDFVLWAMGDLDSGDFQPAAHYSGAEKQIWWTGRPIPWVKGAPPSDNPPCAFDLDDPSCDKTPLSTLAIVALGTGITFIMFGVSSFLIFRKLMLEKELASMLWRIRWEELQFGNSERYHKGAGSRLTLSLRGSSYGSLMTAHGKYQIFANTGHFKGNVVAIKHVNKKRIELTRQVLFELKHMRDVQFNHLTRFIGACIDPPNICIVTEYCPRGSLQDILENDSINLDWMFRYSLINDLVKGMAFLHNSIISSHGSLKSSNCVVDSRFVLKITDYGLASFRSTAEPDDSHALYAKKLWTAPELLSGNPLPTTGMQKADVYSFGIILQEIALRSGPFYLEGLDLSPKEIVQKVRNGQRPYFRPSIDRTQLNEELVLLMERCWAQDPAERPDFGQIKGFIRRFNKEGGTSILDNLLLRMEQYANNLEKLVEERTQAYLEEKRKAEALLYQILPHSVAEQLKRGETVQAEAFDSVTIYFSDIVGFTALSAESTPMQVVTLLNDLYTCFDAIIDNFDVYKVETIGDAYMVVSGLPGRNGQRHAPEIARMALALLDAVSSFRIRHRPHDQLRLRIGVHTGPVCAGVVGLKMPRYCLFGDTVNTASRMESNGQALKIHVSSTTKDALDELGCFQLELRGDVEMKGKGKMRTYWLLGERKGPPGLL
ASAP1 inh = inhibitors of human ASAP1 ArfGAP activity | 360,000 compounds, 0.19% hits | ASAP1-stimulated ARF1 GTP hydrolysis, GDP FP detection | Q9ULH1 | inhibition, % at 16.5 µM | AID 624377; in the data active means inhibition above about 25%;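 further: 0% = vehicle with enzyme and substrate and 100% = no enzyme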
PG9 binder = binds the HIV-1 gp120 antibody PG9; TR-FRET gp120-PG9 antibody binding; inhibition, % at 6.7 µM; 360,000 compounds, 0.43% hits; AID 624416; in the data active means inhibition above about 8.5%
rCAG RNA binder = binds r(CAG) RNA repeats | inhibition, % at 3 µM | AID 651821 | 370,000 compounds, 1.3% hits | r(CAG) RNA repeat, TO-PRO-1 dye displacement fluorescence;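 active means inhibition above the plate cutoff, the mean of all test compounds on that plate plus 3 SD, cut at about 35% in these data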;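 further: 0% = DMSO alone and 100% = 100 µM mitoxantrone as full dye displacement; higher means more dye released from RNA so lower well fluorescence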
NR1D1 modulator = modulators of human Rev-erb alpha DNA binding | P20393 | 370,000 compounds, 0.79% hits | AID 1259318 | activity, % at 10 µM | Rev-erbα–FITC-DNA binding, fluorescence polarization, 90 min;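 active means activity above about 14%, limit read from the data; passing the limit was not always enough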;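 further: 0% = DMSO wells with 35 nM protein and 100% = DMSO wells with 750 nM protein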
ABHD4 inh = ABHD4 (mouse) inhibition, primary FP screen; Q8VD66; purified mABHD4, FP-Rh probe fluorescence polarization; inhibition, % at 8.92 µM; 370,000 compounds, 0.54% hits; AID 720543;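 active means inhibition exceeding the mean over every tested compound plus 3 SD, cut at about 30% in these data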;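 further: 0% = plate median of compound wells and 100% = S159A mutant with DMSO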
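Test system: mABHD4 protein | Buffer or medium: HEPES pH 7.0 buffer, 150 mM NaCl, 0.01% Pluronic F-127 | Probe or stimulus: FP-Rh fluorescent activity-based probe, added after compound pre-incubation | Timing: Pre-incubation 45 min, probe exposure 60 min, at 25 °C | Technique: Fluorescence polarization, excitation 525 nm, emission 598 nm, BODIPY TMR filters | Repeats: Single well per compound (singlicate)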
SMARCA2 act = increases SMARCA2 function in MMTV reporter cells. 370,000 compounds, 1% hits. activation, % at 9.1 µM. MG213 cells, MMTV-luciferase reporter, dexamethasone, overnight; in the data active means activation above about 7.8%;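 further: 0% = vehicle wells and 100% = reference activator wells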
ARFGAP1 inh = inhibitors of rat ARFGAP1; AID 651572; 360,000 compounds, 0.26% hits; Q62848; Arfgap1-stimulated ARF1 GTP hydrolysis, GDP FP detection; inhibition, % at 16.5 µM;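 active means inhibition above a per-plate limit, mean inhibition of low control wells plus 3 SD, cut at about 25% in these data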;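 further: 0% = DMSO wells with enzyme and 100% = wells lacking Arfgap1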
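Replicates: Single well per compound | Assay system: Truncated rat Arfgap1 GAP domain | Control set: No-Arfgap1 wells (100%) versus DMSO full-reaction wells (0%) | Times: Enzyme reaction 120 min at 25 °C after 20 min preincubation | Reagent: Human ARF1(Δ1-17)-GTP substrate | Measured by: Tracer-displacement fluorescence polarization with EDTA stop, 620/688 nm | Measure: Percent inhibition of Arfgap1-stimulated GTP hydrolysis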
HTRA1 inh = blocks human HTRA1 serine peptidase | Q92743 | recombinant HTRA1, FP-rhodamine activity-based probe, fluorescence polarization | inhibition, % at 5.96 µM | 340,000 compounds, 0.5% hits | AID 504803; in the data active means inhibition above about 36%;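 further: 0% = enzyme with DMSO and 100% = wells lacking enzyme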
GC-A act = GC-A (human) enzyme activation; HEK293 GC-A cells, cGMP TR-FRET, EC30 ANP; 0% at EC30 ANP, 100% saturating ANP; activation, % at 10 µM; AID 1671463; 370,000 compounds, 0.14% hits; in the data active means activation above about 40%
An asterisk follows results filed as active; · = not tested or not shown.

SMILES	GC-B act	ASAP1 inh	PG9 binder	rCAG RNA binder	NR1D1 modulator	ABHD4 inh	SMARCA2 act	ARFGAP1 inh	HTRA1 inh	GC-A act
CCCCC(C(=O)O)C(C)CC(=O)Nc1nncs1 (configuration not stated)	7	7	0.3	0	3	3	4	2	5	0
O=C(N/N=C/C(Cl)=C/c1ccc([N+](=O)[O-])cc1)C(=O)Nc1ccc(C(=O)O)cc1	2	12	-2.2	-1	2	-2	-2	-3	0	-1
CC(=O)Nc1ccc(NC(=O)C2CCCN2C(=O)Nc2ccccc2[N+](=O)[O-])cc1 (configuration not stated)	-1	6	0.3	-3	-2	11	-1	8	7	-5
O=[N+]([O-])c1cc(Cl)ccc1NCCNc1ncc(C(F)(F)F)cc1Cl	-17	-8	0.3	-1	3	-1	-2	-11	-12	-12
O=C(COC(=O)C1CC(=O)N(Cc2ccccc2)C1)c1ccc(Br)cc1 (configuration not stated)	4	-9	0.8	-6	5	12	4	-2	1	1
CC(C)c1ccccc1NC(=O)Nc1ccc(F)cc1F	2	-8	-1.5	-2	0	-3	3	0	0	1
Cc1ccc(C(C)NC(=S)NC2CCCCC2)c(C)c1 (configuration not stated)	-10	-3	-2.5	-4	2	-8	-3	-10	-9	-8
CC(CN1CCOCC1)OC(=O)c1ccccc1Br (configuration not stated)	-2	0	1.3	-1	1	-4	3	12	0	0
COc1ccc(C(=O)NCCN2C(=O)S/C(=C\c3cccnc3)C2=O)c(OC)c1OC	-6	-4	1.2	-8	-1	3	-1	-3	2	-5
CN(C(=O)CSc1nnnn1-c1ccc(O)cc1)C1CCCCC1	-2	1	-0.8	1	3	-5	-4	5	-2	-3
Cc1ccccc1OCCN1C(=O)NC2(CCCc3ccccc32)C1=O (configuration not stated)	-8	7	0.1	2	-3	-1	2	0	-1	1
CC(=O)c1c(C)[nH]c(C(=O)CN2C(=O)NC(C)(c3ccc(C)cc3)C2=O)c1C (configuration not stated)	-2	7	0.4	-1	0	-4	-4	2	-18	2
CCOC(=O)c1ccc2[nH]c(C)c(C)c2c1	1	0	1.1	4	0	2	7.9*	7	-7	-1
CN(C(=O)CCc1nc2ccccc2s1)c1ccccc1	-1	0	1.4	-8	-1	10	2	3	-6	-2
CCCC(O)(CCC)C(=O)NNc1ccc(C)cc1	5	3	1.9	-3	3	-4	-3	6	-1	3
COC(=O)c1cc(C#N)c(Oc2ccc(OC)cc2)nc1C	-2	-4	0.1	-5	0	3	1	5	-5	-2
CCCCNC(=O)CCC(=O)NNc1nc2ccccc2c2nc(C)nn12	0	8	-0.2	2	3	-8	-3	-4	13	-2
OC(c1ccc(F)cc1)c1nc(-c2cc3ccccc3o2)cs1 (configuration not stated)	-2	3	-0.1	3	-8	-24	1	1	·	8
C=CCSC1=C(C#N)C(c2ccccc2OCC)CC(=O)N1 (configuration not stated)	1	4	-0.3	3	-6	-7	2	3	-12	0
COc1ccc(C2=NOC(C(=O)NCc3ccc(F)cc3)C2)cc1OC (configuration not stated)	-3	·	·	·	1	·	·	·	-9	-2
COc1ccc(SCC(=O)c2cc(C)c(OC(=S)N(C)C)c(C)c2)cc1	2	-13	-2.2	7	-1	-15	2	-1	-16	1
COc1ccccc1NS(=O)(=O)c1ccc(Br)s1	-3	8	-0.5	-1	-2	3	-3	2	-5	-3
COc1cccc(Nc2nc(-c3sc(N)nc3C)cs2)c1	7	-3	-2.1	32	5	0	7	-8	14	8
Cc1ccc(C(=O)Nc2ncc(C)s2)o1	4	-16	0.5	1	0	8	4	13	5	0
Cc1oc(-c2ccccc2F)nc1CS(=O)CC(=O)NCc1ccc2c(c1)OCO2 (configuration not stated)	-2	1	-0.8	7	1	3	-1	0	1	1
COc1ccccc1N1CCN(/N=C/c2ccc([N+](=O)[O-])cc2)CC1	2	8	1.5	-1	-4	3	1	0	-1	10
Cc1ccc(NC(=S)N2CCN(S(=O)(=O)c3c(F)cccc3F)CC2)cc1C	-2	-3	-3.5	4	1	-11	-5	-4	5	3
CC(C)(C)c1ccc(-n2ncc3c2CCCC3NC(=O)CN2CCCC2=O)cc1 (configuration not stated)	-6	6	0.2	-8	0	-3	-5	-6	-2	2
CCOC(=O)c1c(C)nc2sc3c(=O)n(-c4ccc(C)cc4)cnc3c2c1-c1ccc(OC)cc1	2	4	1.3	2	20	2	0	1	3	21
CC1(C(=O)O)C=CC2(CCCCC2)N1C(=O)c1ccccc1 (configuration not stated)	-1	7	0.9	5	-7	2	-1	8	-3	1
COc1ccc(C2CC(=O)c3c(O)cc(O)cc3O2)c(CC=C(C)C)c1OC (configuration not stated)	-6	0	-1.0	16	0	-52	-3	9	-22	1
C[N+]1(CC2COC3(CCCCC3)O2)CCCCC1 (configuration not stated)	-1	5	-0.9	0	-5	-2	-4	10	1	0
CCCc1nnc(SCC(=O)N2CCCCC2)n1CCCOC	-3	6	-0.1	1	2	2	3	-11	9	3
Cc1ccc(C2(C)NC(=O)N(CC(=O)NCCN3C(=O)S/C(=C\c4cccnc4)C3=O)C2=O)cc1 (configuration not stated)	3	3	1.6	1	-4	1	1	7	9	0
COc1ccc(CC2(C)OC(c3ccc([N+](=O)[O-])cc3)=NN2C(C)=O)cc1 (configuration not stated)	5	3	-1.4	-4	6	-4	-1	-3	2	-5
COC(=O)[C@]12C[C@H](CC(=O)NCC3CCCCC3)C(=O)N(Cc3ccc4c(c3)OCO4)C1=C[C@H](C(C)(C)C)O[C@@H]2C	-9	4	0.4	1	2	3	-6	6	·	-5

Reprinted from the results shown (15 entries):
SMILES	GC-B act	ASAP1 inh	PG9 binder	rCAG RNA binder	NR1D1 modulator	ABHD4 inh	SMARCA2 act	ARFGAP1 inh	HTRA1 inh	GC-A act
COc1ccccc1NS(=O)(=O)c1ccc(Br)s1	-3	8	-0.5	-1	-2	3	-3	2	-5	-3
COc1cccc(Nc2nc(-c3sc(N)nc3C)cs2)c1	7	-3	-2.1	32	5	0	7	-8	14	8
Cc1ccc(C(=O)Nc2ncc(C)s2)o1	4	-16	0.5	1	0	8	4	13	5	0
Cc1oc(-c2ccccc2F)nc1CS(=O)CC(=O)NCc1ccc2c(c1)OCO2 (configuration not stated)	-2	1	-0.8	7	1	3	-1	0	1	1
COc1ccccc1N1CCN(/N=C/c2ccc([N+](=O)[O-])cc2)CC1	2	8	1.5	-1	-4	3	1	0	-1	10
Cc1ccc(NC(=S)N2CCN(S(=O)(=O)c3c(F)cccc3F)CC2)cc1C	-2	-3	-3.5	4	1	-11	-5	-4	5	3
CC(C)(C)c1ccc(-n2ncc3c2CCCC3NC(=O)CN2CCCC2=O)cc1 (configuration not stated)	-6	6	0.2	-8	0	-3	-5	-6	-2	2
CCOC(=O)c1c(C)nc2sc3c(=O)n(-c4ccc(C)cc4)cnc3c2c1-c1ccc(OC)cc1	2	4	1.3	2	20	2	0	1	3	21
CC1(C(=O)O)C=CC2(CCCCC2)N1C(=O)c1ccccc1 (configuration not stated)	-1	7	0.9	5	-7	2	-1	8	-3	1
COc1ccc(C2CC(=O)c3c(O)cc(O)cc3O2)c(CC=C(C)C)c1OC (configuration not stated)	-6	0	-1.0	16	0	-52	-3	9	-22	1
C[N+]1(CC2COC3(CCCCC3)O2)CCCCC1 (configuration not stated)	-1	5	-0.9	0	-5	-2	-4	10	1	0
CCCc1nnc(SCC(=O)N2CCCCC2)n1CCCOC	-3	6	-0.1	1	2	2	3	-11	9	3
Cc1ccc(C2(C)NC(=O)N(CC(=O)NCCN3C(=O)S/C(=C\c4cccnc4)C3=O)C2=O)cc1 (configuration not stated)	3	3	1.6	1	-4	1	1	7	9	0
COc1ccc(CC2(C)OC(c3ccc([N+](=O)[O-])cc3)=NN2C(C)=O)cc1 (configuration not stated)	5	3	-1.4	-4	6	-4	-1	-3	2	-5
COC(=O)[C@]12C[C@H](CC(=O)NCC3CCCCC3)C(=O)N(Cc3ccc4c(c3)OCO4)C1=C[C@H](C(C)(C)C)O[C@@H]2C	-9	4	0.4	1	2	3	-6	6	·	-5

Carrying on.
SMILES	GC-B act	ASAP1 inh	PG9 binder	rCAG RNA binder	NR1D1 modulator	ABHD4 inh	SMARCA2 act	ARFGAP1 inh	HTRA1 inh	GC-A act
Cc1ccc(NC(=O)NC2CCCc3ccccc32)cc1 (configuration not stated)	-1	-2	1.9	-3	-3	3	-1	10	1	0
CCC[C@H]1[C@@H](OC(=O)NCc2ccc(OC)c(OC)c2)CC[C@@]23CCCN2C(=O)CCC[C@@H]13	-15	·	·	·	5	5	·	·	·	-12
COc1ccc(-n2nc(C(=O)NCC(=O)N3CC(C)CC(C)C3)c3ccccc3c2=O)cc1 (configuration not stated)	3	8	-2.4	-6	-4	-4	2	0	-10	7
O=c1[nH]c(CSc2ncc(-c3ccc(F)cc3)n2Cc2ccco2)nc2ccccc12	-8	-11	-0.7	-3	1	-2	-1	-3	-22	-15
CC1CCC(NC(=O)c2cnccn2)CC1 (configuration not stated)	-8	-6	-0.3	2	5	-12	1	-16	5	-8
CCOC(=O)/C(=N/Nc1ccc(Cl)cc1)S(=O)(=O)c1ccccc1	-7	2	0.3	-2	0	-5	-1	7	-24	-3
COC(=O)c1sc2nc(-c3ccco3)ccc2c1N	1	4	1.9	50*	-4	21	8.0*	3	8	2
Cc1ccsc1/C=N/n1c(-c2ccncc2)n[nH]c1=S	0	6	-0.1	5	-1	4	-1	1	-1	-3
CC(C)CCNC(=O)[C@@H](Cc1ccccc1)NC(=O)[C@H]1O[C@@H](n2ccc(=O)[nH]c2=O)[C@H](O)[C@@H]1O	-1	-4	-0.7	1	-1	1	0	1	·	-1
Cc1ccc(-n2c(N)c(C(=O)NCc3ccco3)sc2=S)cc1	1	0	0.6	-3	5	6	-3	9	-1	3
O=S(=O)(c1ccc(Br)cc1)N1CCN(c2cc(-c3ccccc3)nc3ncnn23)CC1	-15	·	·	·	30*	·	·	·	2	-7
COc1ccc(NC(=O)Cc2cccs2)c(OC)c1	4	-1	0.7	-1	-1	11	3	3	6	1
CS(=O)(=O)N(CC(=O)Nc1ccc2c(c1)OCCO2)Cc1ccc(Cl)cc1	5	5	-0.6	-7	0	5	0	-7	4	-2
CCCC(C)c1nc(C(N)=O)c2[nH]c(=O)n(-c3ccc(OC)c(OC)c3)c2n1 (configuration not stated)	3	-8	0.0	-5	-2	-1	-2	-12	3	-4
CCC(C)[C@H](NC(=O)NCCC1=CCCCC1)C(=O)O (some centres not stated)	5	-4	0.8	-2	-5	4	2	4	5	1
CC(=O)c1ccc(OC(C)C)c(CC(C(N)=O)C(N)=O)c1	1	-1	2.0	-4	1	1	-4	4	3	2
COC(=O)c1[nH]c2ccccc2c1NC(=O)c1ccccc1F	-3	0	-2.2	-1	4	4	2	5	·	4
CC(C)Nc1nc(Cl)nc(NN(C)c2nc(N(C)C)nc(N(C)C)n2)n1	-2	2	-1.4	0	10	3	-2	-3	-1	4

Screening data as filed in PubChem BioAssay.
